# KCNH2 3.1 block – qHTS for Inhibitors of KCHN2 3.1: Mutant qHTS; hit rate 0.95% among 340,000; activity change, % (tested at about 1.8 µM); Potassium voltage-gated channel subfamily H member 2, brain isoform KCNH2 3.1 (human); U2OS KCNH2 3.1, thallium flux FluxOr; hits give low values;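 active = maximum activity change below -70%; inconclusive = maximum activity change from -70% to -50%; inactive = maximum activity change above -50%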;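 note: thallium influx rate constant from kinetic fluorescence after stimulation buffer; % is set by controls: 0 for no effect and ±100 for the full control effect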
#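 Measured as rate of thallium-driven FluxOr signal in transduced U2OS cells carrying the 3.1 channel, read kinetically for 2 min upon stimulation; values are rate constants scaled to DMSO control wells.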
# ELG1 repair inh – qHTS screen for small molecules that inhibit ELG1-dependent DNA repair in human embryonic kidney (HEK293T) cells expressing luciferase-tagged ELG1 | HEK293T ELG1-luciferase reporter, luminescence, 16 h; DNA damage induced by 5-fluorouridine | Potency, µM (doses to about 46.1 µM), for the others: at the top dose activity change, negative = inhibition, usual class: inhibitors | hit rate 2.3% among 330,000; note: potency is the fitted concentration of half-maximal effect; % is set by controls: 0 for no effect and ±100 for the full control effect; nearly all actives have a fitted effect of over 55% in size
#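 Quantitative HTS, concentration-response format. 2,000 cells/well co-treated with 5-fluorouridine and compound, 16 hr in 5% CO2 at 37 °C; ONE-Glo luminescence read after 30 min.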
# FLuc modulator – qHTS profiling assay for firefly luciferase inhibitor/activator using purifed enzyme and Km concentrations of substrates (counterscreen for miR-21 project) | Luciferin 4-monooxygenase (Photinus pyralis), P08659 | purified FLuc, Km substrates, luminescence inhibition | Potency, µM (highest dose often 57.5 µM), for inactives: at the highest dose activity change, negative = inhibition, hits mostly inhibitors | hit rate 6.9% among 360,000;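 note: potency is the fitted concentration of half-maximal effect; plate controls were vehicle for no effect and reference inhibitor for full effect; nearly all actives have a fitted effect of over 55% in size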
#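 Purified P. pyralis luciferase, 10 nM final, with Km-level 10 uM D-luciferin and 10 uM ATP in 50 mM Tris acetate pH 7.5, 10 mM Mg acetate, 0.01% Tween-20, 0.05% BSA; 6-point qHTS titration about 60 µM downward; luminescence read.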
# PKM2 act – qHTS Assay for Activators of Human Muscle isoform 2 Pyruvate Kinase. Potency, µM (titrated, usually from 57.5 µM), for inactives: top-dose activation, most hits filed as activators. Pyruvate kinase PKM (Homo sapiens), P14618. hit rate 0.34% among 260,000. purified PKM2, Kinase-Glo ATP luminescence, activation; response scale: 0% is enzyme alone, no compound; note: potency is the fitted concentration of half-maximal effect; % is set by controls: 0 for no effect and ±100 for the full control effect; nearly all actives have a fitted effect of over 55% in size
# Target sequence (P14618 whole entry, looked up, canonical isoform): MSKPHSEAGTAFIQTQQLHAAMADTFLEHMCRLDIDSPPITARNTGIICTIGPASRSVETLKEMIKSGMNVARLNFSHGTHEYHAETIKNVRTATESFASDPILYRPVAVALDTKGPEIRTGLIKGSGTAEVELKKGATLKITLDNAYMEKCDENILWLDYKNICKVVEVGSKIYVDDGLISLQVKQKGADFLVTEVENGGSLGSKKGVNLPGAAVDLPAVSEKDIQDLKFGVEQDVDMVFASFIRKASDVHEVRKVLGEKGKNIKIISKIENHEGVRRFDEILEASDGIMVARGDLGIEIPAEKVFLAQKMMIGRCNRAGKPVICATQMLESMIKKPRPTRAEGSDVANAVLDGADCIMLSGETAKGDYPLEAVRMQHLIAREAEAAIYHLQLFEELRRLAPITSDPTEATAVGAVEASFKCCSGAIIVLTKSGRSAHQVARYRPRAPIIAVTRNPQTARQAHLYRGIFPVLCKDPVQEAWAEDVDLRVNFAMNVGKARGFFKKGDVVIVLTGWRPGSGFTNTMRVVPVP
#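 Kinase-Glo luminescence reports ATP generated from ADP (0.1 mM) and PEP (0.5 mM) by purified hPK-M2 after 1 h at room temperature, pH 7.2 imidazole buffer; intermediate enzyme activity allows detecting inhibitors and activators.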
# RORg inh – qHTS for inhibitors of ROR gamma transcriptional activity | Nuclear receptor ROR-gamma (Mus musculus), P51450 | Drosophila S2 Gal4-RORgamma UAS-luciferase reporter, 20 h | Potency, µM (top dose mostly 53.6 µM), for the others: at the top dose activity change, negative = inhibition, most hits filed as inhibitors | hit rate 5.4% among 310,000 | AID 2551, 2010; note: potency is the fitted concentration of half-maximal effect; % is set by controls: 0 for no effect and ±100 for the full control effect; nearly all actives have a fitted effect of over 60% in size
#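 Luminescence from a UAS-regulated Photinus luciferase reporter in stably transfected Drosophila Schneider cells is measured; decreased signal marks ROR gamma inhibition. Fusion expression is induced by 700 uM copper sulfate for 20 hr.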
# Menin-MLL TR inh – qHTS Assay for Inhibitors Targeting the Menin-MLL Interaction in MLL Related Leukemias: Competition With Texas Red Labeled MLL-derived Mutant Peptide. O00255. Menin + Texas Red MLL mutant peptide, fluorescence polarization. Potency, µM (highest dose often 61.6 µM), without a hit: top-dose FP activity change, negative = inhibition, usual class: inhibitors. hit rate 0.23% among 270,000; active = well fitted inhibition curve with a large enough effect in the polarisation, with a control signal flat, not every such curve was filed as active; inconclusive = small, poorly fitted or top-dose-only effect, or effect the other way, or a change in a side signal; inactive = no such curve, though single readings can be large or run the other way; the % refers to the polarisation; note: potency is the fitted concentration of half-maximal effect; % of control where 0% means no effect; many of its hits are not listed in these tables
# Rab9 promoter act – qHTS Assay for Rab9 Promoter Activators; Huh7 Rab9 promoter-luciferase reporter, luminescence, 24 h; Potency, µM (highest dose often 9.22 µM), for the others: top-dose activation, negative = inhibition, hits mostly activators; hit rate 2.8% among 320,000; note: potency is the fitted concentration of half-maximal effect; % of control where 0% means no effect; nearly all actives have a fitted effect of over 60% in size
#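 Promoter activation is measured as luciferase luminescence in Huh7 cells stably transfected with a Rab9 promoter–luciferase construct, following 24 h compound exposure at 37 °C and 10 min reagent incubation at ambient temperature.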
# VP16 counter – VP16 counterscreen qHTS for inhibitors of ROR gamma transcriptional activity. Drosophila S2 Gal4-VP16 UAS-luciferase, luminescence, 20 h. Potency, µM (series often up to 53.6 µM), without a hit: top-dose activity, negative = inhibition, most hits filed as inhibitors. hit rate 3.5% among 310,000. AID 2546, 2010;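 note: Gal4-VP16 expression switched on by copper sulfate through the metallothionein promoter; potency is the fitted concentration of half-maximal effect; % is set by controls: 0 for no effect and ±100 for the full control effect; nearly all actives have a fitted effect of over 50% in size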
# MBNL1-CUG inh – qHTS Assay for Inhibitors of MBNL1-poly(CUG) RNA binding; Muscleblind-like protein 1 (Homo sapiens), Q9NR56; TR-FRET MBNL1-His/biotin-(CUG)12 binding, 665/545 ratio; Potency, µM (titrated, usually from 57.5 µM), without a hit: at the top dose activity change, negative = inhibition, usual class: inhibitors; hit rate 0.036% among 280,000; active = well fitted inhibition curve with a large enough effect in the signal ratio, with a control signal flat, not every such curve was filed as active; inconclusive = small, poorly fitted or top-dose-only effect, or effect the other way, or a change in a side signal; inactive = no such curve, though single readings can be large or run the other way; the % refers to the signal ratio; note: potency is the fitted concentration of half-maximal effect; % is set by controls: 0 for no effect and ±100 for the full control effect
# Target sequence (Q9NR56 whole entry, looked up): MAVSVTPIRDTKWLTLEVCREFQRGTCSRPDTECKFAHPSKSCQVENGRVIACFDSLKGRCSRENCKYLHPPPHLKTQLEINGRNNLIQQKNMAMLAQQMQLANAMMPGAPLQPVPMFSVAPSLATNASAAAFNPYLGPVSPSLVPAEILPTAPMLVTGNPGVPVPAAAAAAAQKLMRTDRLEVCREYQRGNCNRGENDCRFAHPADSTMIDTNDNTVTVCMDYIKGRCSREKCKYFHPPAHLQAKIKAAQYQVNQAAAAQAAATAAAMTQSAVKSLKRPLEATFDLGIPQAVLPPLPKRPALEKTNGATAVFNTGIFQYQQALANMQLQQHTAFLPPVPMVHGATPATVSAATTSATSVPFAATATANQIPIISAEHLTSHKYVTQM
#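 TR-FRET between His-tagged MBNL1 and biotin-(CUG)12 RNA, detected with Tb anti-His antibody (0.055 ng/ul) and streptavidin-XL665 (5 nM), 60 min at room temperature. Compounds titrated 92 nM to 58 uM; 665/545 nm ratio normalized to buffer and complex controls.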
# Mito fusion yeast – qHTS Assay for Small Molecule Inhibitors of Mitochondrial Division or Activators of Mitochondrial Fusion. AID 485298, 2010. hit rate 0.23% among 320,000. Potency, µM (series often up to 46.1 µM), without a hit: at the top dose growth rescue (activation), most hits filed as activators. S. cerevisiae fusion-defective mutant growth rescue, CellTiterGlo 48 h;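 note: potency is the fitted concentration of half-maximal effect; % of control where 0% means no effect; nearly all actives have a fitted effect of over 45% in size; temperature-sensitive fusion mutants such as fzo1-1 at 37 °C on non-fermentable ethanol glycerol medium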
#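 Luminescent cell viability in 1536-well qHTS format served as the measure of rescued growth in ts fusion-mutant S. cerevisiae cultured on non-fermentable YPEG for 48 hours at 37C.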
# NPC1 prom act – qHTS Assay for NPC1 Promoter Activators. Potency, µM (series often up to 9.22 µM), for the others: at the top dose activation, most hits filed as activators. hit rate 2.4% among 320,000. AID 485313, 2010. Huh7 NPC1 promoter luciferase reporter, 24 h;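 note: potency is the fitted concentration of half-maximal effect; % of control where 0% means no effect; nearly all actives have a fitted effect of over 60% in size; reporter is driven by a mutant NPC1 promoter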
#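 Luminescence from an NPC1 promoter-driven luciferase reporter in stably transfected Huh7 cells was measured after 24 h compound treatment at 37 °C, followed by 10 min ambient incubation with luciferase detection reagent.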
# Starred values were filed as active, the others as inactive; ? = inconclusive; · = no result given; [ ] = another dose, or the depositor's remark. Unless noted, calls come from the whole dose curve; as a rule, active = well fitted curve in the direction sought with a large enough effect; inconclusive = small, poorly fitted or top-dose-only effect, or another doubt; inactive = no such curve, though single readings can be large; an effect the other way counts as inactive or inconclusive. This is a subset; rates above refer to the full screens.
SMILES	KCNH2 3.1 block	ELG1 repair inh	FLuc modulator	PKM2 act	RORg inh	Menin-MLL TR inh	Rab9 promoter act	VP16 counter	MBNL1-CUG inh	Mito fusion yeast	NPC1 prom act
COc1ccc(Cl)cc1Nc1nc(N)c2ccccc2n1	-1	?	17µM*	10%	-4%[1.91 µM]	?	20%	-6%	-4%	-1%	?
CCOC(=O)C1(CCOc2ccccc2)CCN(Cc2ccc(NC(C)=O)cc2)CC1	?	-25%	-1%	6%	-17%	-20%	-8%	-5%	-26%	-21%	-2%
COCCSc1ccccc1C(=O)N1CCCC(C)C1 (stereo not given)	11	-1%	-1%	-3%	-15%	-12%	1%	-21%	-18%	0%	-4%
O=Cc1ccc(N2CCCCC2)cc1	-7	-8%	?	-9%	-14%	-1%	3%	3%	5%	25%	0%
CNc1cc(C)nc(N2CCOCC2)n1	-2	-11%	7%	5%	10%	·	-1%	7%	·	-2%	-3%
N#Cc1ccccc1CSc1nc2ncc(Br)cc2[nH]1	0	23%	0%	8%	-8%[0.365 µM]	55%[activator]	-3%	·	18%	-4%	2%
Cc1cccc(N/C(N)=N/c2nc3c(c(=O)[nH]2)CCCC3)c1	8	-14%	-3%	5%	5%	-4%	-6%	6%	5%	5%	-1%
CC1=CC(C)(C)N(C(=O)CSc2nnc(-c3ccc(C)cc3)o2)c2ccc(C)cc21	?	-9%	-2%	-2%	-20%	?	-4%	7%	2%	8%	-2%
CCn1c2ccccc2c2cc(NC(=O)CSc3nnc(-c4cccc(OC)c4)n3N)ccc21	-10	?	1%	6%	?	3%	-2%	2%[0.365 µM]	18%	-6%	-2%
Nc1cc2c3c(cccc3c1)C(=O)N(CCN1CCCC1)C2=O	7	?	1%	-3%	-36%	-17%	-32%[inhibitor]	-17%	?	11%	-30%
CCCc1cc(=O)[nH]c(SCC(=O)N2CCN(S(=O)(=O)c3ccc(C)cc3C)CC2)n1	0	-22%	-1%	-1%	5%[10 µM]	-6%	-1%	1%	·	-2%	0%
Cc1cc(Cl)ccc1OCc1cn2cccnc2n1	5	?	12µM*	-2%	3%	9%	3.2µM*	?	6%	12%	3.5µM*
COc1cc(-n2c(C)nc3cccnc32)c(Cl)cc1C(=O)O	14	?	-1%	·	9%	-2%	18%	-1%	1%	3%	14%
CSc1ccccc1NC(=O)CN(C)C(C)C(=O)Nc1ccc(C#N)cc1 (stereo not given)	0	0%	5%	0%	-39%	10%	-9%	-2%[10 µM]	1%	-2%	0%
Cc1sc2nc(CSCC(=O)Nc3ccccc3C#N)[nH]c(=O)c2c1C	-17	?	-4%	-6%	11%	-9%	0%	7%	9%	3%	6%
CCOC(=O)c1ccc(-n2cncn2)nc1	12	?	0%	-1%	28%	4%	0%	-3%	-6%	-2%	0%
CCN(CC)c1ccc(N)cc1S(=O)(=O)Nc1ccccc1OC	-6	9%	?	4%	-18%	·	9%	-2%	-5%	2%	-3%
CCN1C(=O)CS/C1=C(\C#N)S(=O)(=O)c1ccccc1	-20	-3%	6%	10%	-19%	15%	-8%	-9%	5%	4%	-5%
CC(NC(=O)c1ccc(Br)s1)c1ccncc1 (stereo not given)	-13	8%	5%	9%	12%	-10%	-3%	-10%	0%	1%	-2%
COC(=O)c1ccc(NC(=O)CSc2nnc(C)n2-c2ccccc2)cc1	-20	·	-5%	-2%	34%	-8%	·	-5%	-4%	-9%	·
CCCCc1cc(=O)oc2cc(C)cc(OCC(=O)N[C@@H](CSCc3ccccc3)C(=O)O)c12	2	-9%	3%	-3%	12%	30%[activator]	-5%	-5%	-2%	-5%	-1%
Cc1cc(NCc2ccccn2)n2ncc(-c3ccccc3)c2n1	1	?	4.3µM*	-3%	0.089µM*	·	?	0.32µM*	·	4%	0.5µM*
NC(=O)c1ccsc1NC(=O)CSc1nnc2ccccn12	10	?	-9%	·	39%	15%	20%	-21%	3%	-5%	9%
Cc1ccc(-c2nnn(CC(=O)NC3CCCc4ccccc43)n2)cc1 (stereo not given)	-7	5%	1%	1%	6%	-22%	5%	-3%	-13%	1%	-4%
Cc1ccc(-c2nc3ccccc3[nH]2)cc1NC(=O)/C=C/c1ccco1	-23	?	8.5µM*	?	16%	-38%	?	-3%	21%	-3%	23%
COC(=O)c1ccccc1NS(=O)(=O)c1ccc2c3c(cccc13)C(=O)N2	9	2%	-1%	12%	26%	?	11%	-14%	?	5%	-2%
O=C(Nc1ccc2c(c1)OCO2)C1CCCN(S(=O)(=O)c2cccs2)C1 (stereo not given)	21	-30%	-6%	1%	39%	13%	1%	-1%	-6%	2%	0%
O=C(CCOc1ccccc1)Nc1ccnn1C1CCN(C(=O)CCC(F)(F)F)CC1	47	4%	-2%	·	20%	·	3%	-14%	1%	14%	1%
CC(/C=C/c1ccccc1)=N\NC(=O)c1ccc2c(c1)OCCO2	-36	3%	?	-3%	13µM*	3%	-5%	?	0%[11.5 µM]	-35%[inhibitor]	-6%
CCC(=NCCc1c(C)[nH]c2ccc(C)cc12)C1=C(O)CC(c2ccccc2)CC1=O (stereo not given)	1	?	2%	0%	16%	-1%	-20%	-10%	·	29%	-16%
CC(C)OCc1c(C(=O)OC/C(O)=C(\C#N)c2nc3ccccc3[nH]2)oc2ccccc12	-10	20%	-1%	0%	-40%	?	-1%	-21%	-1%	-8%	-3%
CC(=O)c1cccc(Nc2ccc(-c3ccccc3F)nn2)c1	-7	?	5.4µM*	1%	?	0%	2.2µM*	-15%	·	11%	2.8µM*
CCOC(=O)CCCOC(=O)c1ccc(S(=O)(=O)N(C)C)cc1	-11	-6%	0%	16%	?	-9%	1%	?	-7%	-1%	-1%
Cc1cc(C)c(O)c(-c2cc(C(=O)NCc3ccccc3)[nH]n2)c1	3	-10%	?	1%	-1%	?	2%	-16%	-4%	3%	-3%
O=C1NC(c2ccc(-c3ccccc3[N+](=O)[O-])o2)C(C(=O)c2ccccc2)C(O)(C(F)(F)F)N1 (stereo not given)	-27	11%	7%	3%	33%	-1%	2%	0%	13%	0%	-1%
COc1ccc(NC(=O)C2(N(CC(C)C)C(=O)Cn3nnnc3N)CCCCC2)cc1	-2	6%	0%	-4%	-9%	0%	-2%	1%	2%	-1%	2%
Cc1nn(-c2ccccc2)c(C)c1C(=O)NNC(=O)C(F)(F)F	-3	-4%	2%	-5%	-11%	·	-2%	-8%	-8%	4%	3%
CCC(=O)N1CCc2cc(S(=O)(=O)CCC(=O)NCc3ccco3)ccc21	7	0%	-3%	-8%	-2%	12%	0%	-11%	-1%	-4%	-2%
Cc1ccc(SCC(=O)OCC(=O)N(C)CC(=O)Nc2ccccc2Cl)cc1C	·	4%	0%	-4%	-21%	·	7%	-5%	1%	-2%	-1%
O=C(NC1CCCC1)C(=O)N(Cc1cccnc1)C(C(=O)NCC1CCCO1)c1ccco1 (stereo not given)	4	0%	1%	-4%	20%	-7%	-6%	1%	3%	0%	0%
CCc1nn(C(CC)C(=O)NCCCN2CC(C)CC(C)C2)c(=O)c2cc3oc(C)cc3n12 (stereo not given)	0	1%	0%	·	-23%	·	-4%	2%	3%	-12%	1%
COc1cnc(-c2cccc(C(F)(F)F)c2)[nH]c1=O	-3	2%	-8%	-4%	-17%	-10%	1%	-3%	-18%	3%	-5%
Cc1occc1-c1nnc(SCC(=O)NC2CCC(C)CC2)o1 (stereo not given)	12	18%	-3%	·	·	·	-9%	·	·	0%	-7%
CCOC(=O)N1CCN(C(=O)c2cn(C)c3ccc(S(=O)(=O)N4CCCC4)cc3c2=O)CC1	-12	11%	0%	2%	-32%	1%	-3%	-4%	3%	-4%	-4%
